LYP phosphatase: inhibitors of LYP phosphatase, biochemical, fluorescence intensity, uHTS (AID 1779) | recombinant LYP phosphatase, fluorescence intensity; higher % means a stronger effect | inhibition, % at 11.5 µM; hits with a dose series show IC50 in µM | 290,000 compounds, 0.054% hits; in the data active = inhibition above about 50%;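 also: plate controls were vehicle with enzyme for no effect and no enzyme for full effect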
West Nile antiviral: West Nile virus antiviral activity, cell-based, CPE readout (AID 1621); 290,000 compounds, 0.02% hits; West Nile virus-infected cells, CPE inhibition; higher % means a stronger effect; CPE inhibition, % at 10 µM, or IC50 in µM where a hit was titrated; in the data active = a potency from the dose series; inconclusive = CPE inhibition mostly from about 3.7% at the one dose, without a potency; inactive = the rest, 99 in 100 with CPE inhibition below about 2.2%; also: strong numbers were not always called active
ER stress rescue: rescue of cells from ER stress-induced death, primary screen, 384-well, CSM14.1, thapsigargin, ATP luminescence (AID 1222); CSM14.1 thapsigargin-induced death rescue, ATP luminescence; higher % means a stronger effect; one-dose cellular ATP content (survival), % at 20 µM; EC50 in µM for titrated hits; 190,000 tested, under 10 active;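 active = EC50 below 50 µM in the dose-response confirmation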;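 also: death triggered by thapsigargin at about 15 µM added after 2 h compound pretreatment; cell ATP read after overnight thapsigargin exposure of roughly 18 to 22 hours; normalized against plate controls of thapsigargin alone and 5% DMSO vehicle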
RSV antiviral HEp-2: inhibition of RSV-induced cytopathic effect – HEp-2 cells, primary 10 µM value included (AID 2391). HEp-2 cells, RSV-induced CPE inhibition; higher % means a stronger effect. one-dose CPE inhibition, % at 10 µM; IC50 in µM for titrated hits. 310,000 compounds, 0.13% hits; in the data active = a potency from the dose series; inconclusive = CPE inhibition mostly from about 23% at the one dose, without a potency; inactive = the rest, 99 in 100 with CPE inhibition below about 21%; also: strong numbers were not always called active
Dengue-2 NS5 capping: Dengue-2 NS5 methyltransferase inhibitors, primary screen, biochemical, confirmation dose response (AID 588689). 340,000 compounds, 0.3% hits. Dengue-2 NS5 methyltransferase capping enzyme assay, biochemical; higher % means a stronger effect. one-dose inhibition, % at 25 µM; IC50 in µM for titrated hits; in the data active = a potency from the dose series; inconclusive = inhibition above about 29% without an active follow-up result
GPR35 arrestin U2OS: inhibition of zaprinast-stimulated GPR35 beta-arrestin translocation – imaging, U2OS, beta-arrestin-GFP, zaprinast agonist, primary screen (AID 2058). one-dose inhibition, % at 10 µM; IC50 in µM for titrated hits. U2OS GPR35 beta-arrestin-GFP translocation imaging, zaprinast antagonism; higher % means a stronger effect. 290,000 compounds, 0.052% hits;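 active = inhibition of at least 50% with at least 30 cells and total cytoplasm GFP at most 10,000,000; inconclusive = under 30 cells or total GFP of 10,000,000 plus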
SV40 large T antigen: TAg ATPase/helicase activity blockers – biochemical (AID 1903); inhibition, % at 20 µM; hits with a dose series show IC50 in µM; 310,000 compounds, 0.39% hits; SV40 large T antigen ATPase/helicase inhibition assay; higher % means a stronger effect; in the data active = a potency from the dose series; inconclusive = inhibition mostly from about 32% at the one dose, without a potency; inactive = the rest, 99 in 100 with inhibition below about 32%; also: strong numbers were not always called active
PhoP inhibition: PhoP-dependent GFP reporter repression – Salmonella Typhimurium, primary screen (AID 1863) | S. Typhimurium PhoP-regulated promoter GFP reporter, 4 h; higher % means a stronger effect | one-dose inhibition, % at 50 µM; IC50 in µM for titrated hits | 300,000 compounds, 0.16% hits;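 active = inhibition over 29.93%, a cutoff 3 SD above the screen mean, later confirmed by dose response; inconclusive = inhibition over 29.93% but no dose response follow-up; inactive = inhibition at most 29.93% or unconfirmed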;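 also: 0% = low Mg2+ inducing control and 100% = high Mg2+ repressing control; strong numbers were not always called active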
Rac1 GTP hydrolysis: MgcRacGAP GTPase-activating activity inhibitors, confirmation, biochemical, ADP Hunter fluorescence. MgcRacGAP-stimulated Rac1 GTP hydrolysis, ADP Hunter fluorescence; higher % means a stronger effect; GST-tagged Rac1 F28L mutant substrate. inhibition, % at 30 µM; hits with a dose series show IC50 in µM. 340,000 compounds, 0.6% hits;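 active = first-screen hits whose inhibition reached a set limit at any dose in the follow-up dose series; inconclusive = inhibition above the set first-screen limit but never retested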;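 also: fluorescence reports GDP produced by GAP-driven GTP hydrolysis; strong numbers were not always called active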
Dengue-2 NS5 capping pilot replicate: second read-out of Dengue-2 NS5 capping, no call of its own (marks repeat the call); inhibition, %; measured here: pilot screen replicate inhibition
* marks the source's active call; other numbers are inactive results; ? = inconclusive; nt = no result given; & = joins results of further samples.

SMILES	LYP phosphatase	West Nile antiviral	ER stress rescue	RSV antiviral HEp-2	Dengue-2 NS5 capping	GPR35 arrestin U2OS	SV40 large T antigen	PhoP inhibition	Rac1 GTP hydrolysis	others
CN1CCN(NC(=O)/C=C/c2ccc(Br)cc2)CC1	-5%	-0.1%	nt	21%	-1%	0%	4%	3%	11%
O=C(O)C1(P(=O)(c2ccc(Cl)cc2)c2ccc(Cl)cc2)CCCC1	-2%	0.1%	-0.6%	0.3%	-3%	-9%	10%	3%	10%
O=C(COc1ccc(Nc2ccccc2)cc1)Nc1ccncc1	nt	nt	nt	2.7%	-1%	nt	28%	-10%	?
CC(C)(C)C(=O)N1CCCC1C(=O)O (stereo not drawn)	-2%	0.1%	-4.4%	0.3%	1%	6%	2%	6%	7%
Cc1cc(C)n(CNc2nc(C(F)(F)F)cs2)n1	-2%	0.2%	-0.3%	nt	-5%	11%	1%	-11%	9%
Cc1nn(C(=O)/C(C#N)=C/N(C)C)c(C)c1C	2%	0.5%	nt	1.7%	5%	18%	8%	5%	4%
Cc1ccnc2nc(NC(=O)c3ccco3)nn12	-7%	0.2%	nt	1.3%	-9%	-7%	7%	-16%	4%
O=C1CN=C(Nc2ccccc2Cl)N1Cc1ccc2c(c1)OCO2	-3%	-0.9%	-2.5%	-0.1%	9%	1%	12%	3%	1%
O=C(Nc1ccccc1)/C(=C/c1cccc(Br)c1)NC(=O)c1ccco1	-3%	-1.3%	-1.4%	3.0%	nt	13%	0%	8%	6%
CC(O)C(O)C(O)C(O)/C=N/NC(=O)c1ccccc1 (stereo not drawn)	-5%	0.3%	1.3%	1.2%	-7%	6%	1%	3%	11%
Cc1sc2ncnc(SCC(=O)N(C)C3CCS(=O)(=O)C3)c2c1C (stereo not drawn)	0%	-0.9%	-1.2%	2.3%	-1%	4%	9%	7%	4%
COc1ccc(COCC(O)CN2CCOCC2)cc1OC (stereo not drawn)	-1%	0.2%	-0.5%	0.0%	-3%	3%	5%	-1%	6%
CCOC(=O)c1c(NC(=O)CN2C(=O)NC3(CCCC3)C2=O)sc(C)c1CC	nt	nt	nt	19%	-3%	nt	11%	-4%	3%
CCOc1ncccc1C(=O)N(CC)CC(=O)Nc1ccc(NC(C)=O)cc1	-8%	1.0%	-2.0%	0.9%	-1%	-5%	-2%	-5%	8%
CC(=O)Nc1ccc(S(=O)(=O)N2CCCN(S(=O)(=O)c3ccc(NC(C)=O)cc3)CC2)cc1	-7%	0.8%	2.0%	4.3%	2%	22%	5%	-6%	3%
COC1=C(OC)c2ccccc2C(C(=O)O)N/C1=C(/C)Nc1ccncc1 (stereo not drawn)	-2%	0.2%	1.5%	-0.7%	-7%	4%	6%	-3%	13%
Cc1cccc(C(=O)NCCCNC(=O)c2ccc(C)nc2)c1	-9%	0.4%	nt	0.7%	6%	4%	5%	8%	-7%
O=C(N/C(=C\c1ccco1)C(=O)N1CCOCC1)c1ccc([N+](=O)[O-])cc1	-3%	0.3%	nt	0.2%	7%	-2%	4%	2%	8%
Cc1ccc(NC(=O)C(=O)NCCCN2CCCC2=O)c(C)c1	nt	nt	nt	-1.7%	-8%	nt	9%	-6%	1%
CCn1c(SCc2nc(N)nc(N3CCCCC3)n2)nc2c1c(=O)n(C)c(=O)n2C	-3%	-1.1%	0.5%	0.2%	-3%	-6%	2%	-7%	2%
Cn1c(=O)c2c(nc(N/N=C/c3cccs3)n2Cc2ccc(Br)cc2)n(C)c1=O	5%	-0.4%	-1.6%	3.7%	5%	6%	15%	-6%	2%
O=C(O)C1CC=CCC1C(=O)Nc1ccccc1C(=O)N1CCN(c2ccc(F)cc2)CC1 (stereo not drawn)	-3%	0.9%	-0.3%	0.2%	4%	18%	2%	-3%	5%
COc1ccc(-c2cc(C(F)(F)F)n3nc(C(=O)N4CCCC4)cc3n2)cc1	-4%	-0.1%	1.9%	2.5%	-6%	-12%	4%	-3%	3%
CCN(CC)CCOC(=O)c1cccc(OC)c1	4%	0.4%	nt	0.5%	1%	7%	4%	8%	12%
O=C(CSc1cn(CC(=O)N2CCCC2)c2ccccc12)NCC1CCCO1 (stereo not drawn)	-1%	-0.1%	-0.9%	1.0%	-7%	-9%	5%	-2%	0%
Cc1cccc(NC(=O)COc2ccc(Br)cc2/C=N/O)c1	-4%	-0.7%	-9.8%	19%	-1%	-5%	7%	18%	6%
Cc1ccc(C(=O)N/C(=C\c2cccs2)C(=O)NC2CCCCC2)cc1	-6%	-0.8%	-1.3%	4.8%	-10%	6%	9%	7%	2%
O=C(CSc1nc2ccccc2[nH]1)c1ccc(Cl)s1	-6%	-0.3%	-1.8%	-1.0%	-9%	-8%	8%	-9%	10%
Cc1cc(NC(=O)CS(=O)(=O)c2c[nH]c3ccccc23)no1	-5%	-0.4%	nt	0.7%	-3%	9%	9%	-2%	0%
COC(=O)c1cc(OC)c(OC)cc1N	-3%	0.8%	-2.1%	1.9%	-5%	-5%	8%	6%	3%
CCOc1c(CNCc2ccc(C(=O)O)cc2)cccc1OC	-1%	0.2%	-1.2%	-0.8%	-3%	-2%	3%	-11%	0%
COc1cccc(NC(=O)C2C3C=CC4(O3)C2C(=O)N(CCCN2CCC(C)CC2)C4C(=O)NC2CCCCC2)c1 (stereo not drawn)	-7%	-0.3%	nt	0.6%	2%	-2%	11%	1%	6%
CN(Cc1ccccc1)S(=O)(=O)c1ccccc1[N+](=O)[O-]	-6%	-0.7%	1.1%	-0.2%	-9%	2%	11%	7%	-1%
Cc1cccc2[nH]c3c(N4CCN(C(=O)c5ccco5)CC4)ncnc3c12	-13%	1.0%	-2.6%	?	-5%	0%	6%	5%	19%	Dengue-2 NS5 capping pilot replicate=3.2
Cn1c(SCC(=O)Nc2ccc3c(c2)n(C)c(=O)n3C)nnc1-c1ccncc1	-6%	0.3%	nt	2.4%	-2%	8%	5%	1%	1%
CCCCCCN1C2=NCCN2c2ccccc21	0%	-1.9%	-1.3%	0.0%	-5%	8%	12%	8%	14%
CCOC(=O)N1CCN(C(=O)C(C)N(c2ccccc2)S(C)(=O)=O)CC1 (stereo not drawn)	-8%	1.0%	-0.7%	3.5%	-11%	-1%	0%	1%	2%
Nc1ccc(C(=O)N/N=C2\CCCc3c2[nH]c2ccccc32)cc1	6%	-0.7%	-0.7%	39%	0%	-7%	8%	9%	11%
CCOC(=O)C1C(=O)CC(C)(O)C(C(=O)OCC)C1c1ccco1 (stereo not drawn)	3%	0.3%	-3.6%	2.0%	0%	-5%	7%	5%	7%
COc1ccc(CCNC(=O)C2CCN(S(=O)(=O)c3cnc[nH]3)CC2)cc1OC	-1%	0.7%	1.3%	2.1%	-5%	5%	12%	-11%	-2%
CC(C(=O)NCC1CCCO1)N(C(=O)c1snc(C(N)=O)c1N)c1ccccc1 (stereo not drawn)	-6%	0.3%	nt	-0.8%	-9%	4%	10%	-9%	6%	Dengue-2 NS5 capping pilot replicate=-0.9
COc1ccc(N2CCCn3c2nc2c3c(=O)n(CCN3CCOCC3)c(=O)n2C)cc1	-8%	-0.2%	-1.0%	2.2%	-8%	-6%	nt	nt	14%
O=C(Cc1cc(=O)[nH][nH]1)N/N=C/c1c(Cl)cccc1Cl	-2%&7%	0.3%&-0.3%	-2.0%&-1.3%	1.6%&1.8%	-3%&4%	-2%&-2%	30%&19%	-2%&16%	13%&19%
CC(C)[C@H](N)c1cn([C@@H](CO)C(=O)N2CCNCC2)nn1	nt	nt	nt	0.2%	2%	nt	5%	nt	7%
CCC(C)NC(=O)CC1Oc2ccc(Cl)cc2NC1=O (stereo not drawn)	-1%	-0.1%	0.0%	0.7%	-1%	10%	0%	9%	8%
Fc1ccccc1/C=N/n1c(C2CCCCC2)n[nH]c1=S	-8%	0.4%	nt	1.8%	1%	16%	1%	6%	12%
N#Cc1cccc(NC(=O)CC2CCCCC2)c1	-1%	-0.4%	-1.2%	4.9%	-4%	-8%	5%	-8%	1%
Cc1ccc2nc(SCc3nc4cc(Cl)ccc4c(=O)[nH]3)[nH]c2c1	-4%	-0.4%	-0.1%	1.9%	-2%	6%	17%	4%	10%
Cc1cc(C(=O)N2CCN(c3ncccc3C#N)CC2)no1	-9%	0.0%	nt	nt	5%	18%	16%	8%	8%
Cc1ccc(NC(=O)N2Cc3ccccc3CC2C(=O)NC(C)(C)C)cc1 (stereo not drawn)	1%	-0.1%	-0.5%	0.3%	1%	13%	-1%	-1%	13%
Following part:
SMILES	LYP phosphatase	West Nile antiviral	ER stress rescue	RSV antiviral HEp-2	Dengue-2 NS5 capping	GPR35 arrestin U2OS	SV40 large T antigen	PhoP inhibition	Rac1 GTP hydrolysis	others
O=C(Cc1c(F)cccc1Cl)N1CCCC1	1%	0.2%	0.3%	1.6%	-2%	4%	7%	0%	-3%
Cc1ccc(C(=O)COC(=O)CCc2ccc(S(=O)(=O)N3CCCCC3)cc2)cc1	-4%	0.5%	-1.4%	1.7%	1%	25%	-2%	12%	-4%
CC(=O)N1CCN(S(=O)(=O)c2cccc(C(=O)NC3CCCc4ccccc43)c2)CC1 (stereo not drawn)	-6%	-0.2%	2.1%	-1.7%	-3%	4%	-4%	9%	16%
Cc1ccc(C(C)C)cc1S(=O)(=O)NC1CC(C)(C)NC(C)(C)C1	-12%	-1.3%	nt	-1.4%	nt	-3%	3%	-1%	4%
CCOc1ccc(S(=O)(=O)N2CCOCC2)cc1NC(=O)C1CSC2(C)CCC(=O)N12 (stereo not drawn)	nt	nt	nt	4.2%	-9%	nt	10%	0%	1%
CSc1nc2nc(C)c(C/C=C/c3ccccc3)c(=O)n2[nH]1	-3%	1.2%	-0.5%	-0.3%	-4%	0%	7%	-2%	0%
Cn1cc([N+](=O)[O-])c(C(=O)Nc2ccc(-c3nc4ccccc4[nH]3)cc2)n1	-7%	-0.2%	12%	2.9%	-2%	-1%	8%	?	6%
COc1ccc(Nc2ccc(Cl)cc2)c(C(=O)O)c1	-4%	0.9%	-0.9%	8.6%	9%	-12%	18µM*	-4%	?
CCOC(=O)N1CCN(C(=O)CSCC(=O)Nc2nc(-c3cccs3)cs2)CC1	4%	0.2%	0.5%	1.1%	-7%	-10%	7%	-1%	4%
Cc1ccc(NC(=S)NNc2ccc(C(=O)O)cc2[N+](=O)[O-])cc1C	nt	nt	nt	3.0%	16%	nt	34%	nt	20%

From PubChem BioAssay
